# PPARg SRC-1 ag = promotes SRC-1 coactivator recruitment by human PPARgamma. P37231. PPARgamma-SRC-1 coactivator recruitment biochemical assay. activation, % at 8 µM. 200,000 tested, 0.41% active. AID 631; in the data active = activation above about 19%;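 note: 0% = DMSO and 100% = reference agonist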
# Target sequence (P37231 whole entry, looked up): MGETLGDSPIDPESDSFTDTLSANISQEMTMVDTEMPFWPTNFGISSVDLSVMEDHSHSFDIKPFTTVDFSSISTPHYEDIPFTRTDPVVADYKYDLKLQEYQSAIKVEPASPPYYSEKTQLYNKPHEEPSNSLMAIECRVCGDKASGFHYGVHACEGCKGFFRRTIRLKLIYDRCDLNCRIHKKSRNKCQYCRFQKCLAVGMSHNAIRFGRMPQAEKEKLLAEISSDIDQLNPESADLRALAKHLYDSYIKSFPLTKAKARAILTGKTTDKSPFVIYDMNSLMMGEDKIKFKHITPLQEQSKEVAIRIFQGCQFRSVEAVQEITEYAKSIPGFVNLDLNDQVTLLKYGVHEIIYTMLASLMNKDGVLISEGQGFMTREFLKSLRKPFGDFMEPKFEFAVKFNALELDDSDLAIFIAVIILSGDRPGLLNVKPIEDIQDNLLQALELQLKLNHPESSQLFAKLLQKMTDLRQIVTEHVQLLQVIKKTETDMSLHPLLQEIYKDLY
# PPARg SRC-2 ag = PPARgamma-driven SRC-2 recruitment agonism. P37231. PPARgamma LBD-SRC-2 recruitment, biochemical. activation, % at 8 µM. 200,000 tested, 0.34% active. AID 1032; in the data active = activation above about 22%;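 note: 0% = vehicle and 100% = reference agonist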
# HMGR II inh = blocks class II HMG-CoA reductase of Enterococcus faecalis | purified E. faecalis HMGR, NADPH absorbance 340 nm kinetic | inhibition, % at 10 µM | 190,000 tested, 0.41% active | AID 1066;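 active = inhibition above a set limit, the median over all tested compounds plus 3 SD, cut at about 9.5% in these data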;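 note: enzyme runs in reverse so mevalonate oxidation gives rising NADPH absorbance; 0% = complete reaction with DMSO and 100% = background rate lacking mevalonate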
# Lmaj promast = Leishmania major promastigote growth inhibition | 200,000 tested, 9% active | Leishmania major promastigotes, resazurin fluorescence viability | inhibition, % at 10 µM; in the data active = inhibition above about 50%;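 note: promastigotes grown with compound for 44 hours at 28 °C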
# RAM inhibit = blocks the yeast RAM network; S. cerevisiae dse1pr::URA3 reporter, 5-FOA growth OD615, 2 d; analog-sensitive cbk1-as2 kinase mutant strain; inhibition, % at 50 µM; 190,000 tested, 1.8% active;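 active = inhibition above a set limit, 3 SD over mean compound inhibition, cut at about 8.4% in these data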;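 note: 0% = DMSO-only wells with no growth and 100% = 10 µM 1-NA-PP1 full growth; inhibition rescues growth on 5-FOA so higher OD means more RAM inhibition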
# bIAP inh = blocks bovine intestinal alkaline phosphatase activity. purified bovine IAP, CDP-star luminescence, 30 min. AID 1019. 190,000 tested, under 10 active. inhibition, % at 20 µM;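 active = over 50% inhibition of intestinal alkaline phosphatase at 20 µM in the single-dose screen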
#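 System: Purified bovine intestinal alkaline phosphatase (IAP) enzyme | Input: IAP diluted 1/65,000,000 in the well | Also added: CDP-star chemiluminescent phosphatase substrate, 30 µM final | Dosing: 20 µM single dose | Times: Enzyme reaction for 30 min at room temperature | Detection: Luminescence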
# ROMK primary = modulators of human ROMK potassium channel | AID 1918 | B-score at 10 µM | 130,000 tested, 2% active | P48048 | Tet-inducible ROMK, thallium flux fluorescence; actives lie on both sides;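 active = signal ratio slope over the read window, or its plate-corrected B-score, at least 3 SD from the plate mean, either direction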;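 note: B-score of the F/F0 ratio slope over 7 to 12 s after thallium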
# Target sequence (P48048 whole entry, looked up): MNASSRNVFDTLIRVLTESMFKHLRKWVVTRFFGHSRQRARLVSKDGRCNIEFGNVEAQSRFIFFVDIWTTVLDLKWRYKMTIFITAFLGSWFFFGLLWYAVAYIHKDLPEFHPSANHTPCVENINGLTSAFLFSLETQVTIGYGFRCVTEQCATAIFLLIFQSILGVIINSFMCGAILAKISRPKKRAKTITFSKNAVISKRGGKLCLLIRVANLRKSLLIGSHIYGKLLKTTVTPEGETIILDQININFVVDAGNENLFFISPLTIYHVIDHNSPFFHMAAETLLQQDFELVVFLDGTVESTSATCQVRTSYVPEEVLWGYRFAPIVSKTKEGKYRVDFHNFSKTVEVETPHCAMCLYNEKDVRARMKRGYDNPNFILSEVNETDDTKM
# S1P3 antagonist = S1P3 (human) receptor antagonism. 170,000 tested, 0.27% active. inhibition, % at 4.98 µM. Q99500. CHO S1P3 NFAT-BLA reporter, FRET fluorescence, antagonist mode;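 active = inhibition above the plate cutoff, the mean inhibition of test wells on that plate plus 3 SD, cut at about 28% in these data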;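 note: cells challenged with S1P at its EC80 of 0.8 µM; blue over green emission ratio from cleaved BLA substrate after 4 h stimulation; 0% = S1P-stimulated wells and 100% = unstimulated DMSO-only wells; some compounds past the cut are filed as inactive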
# PPARg SRC-3 ag = PPARgamma-driven SRC-3 recruitment agonism; P37231; biochemical PPARgamma/SRC-3 coactivator recruitment assay; activation, % at 8 µM; 200,000 tested, 0.26% active; in the data active = activation above about 23%;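 note: 0% = DMSO and 100% = reference agonist; some compounds past the cut are filed as inactive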
# DTT redox prof = compounds producing H2O2 with reducing agent – biochemical, NIH compound library profiling, artefact control for MLSCN library redox annotation, primary screen; DTT-dependent redox cycling H2O2, phenol red/HRP absorbance; 100% = 100 µM peroxide control, 0% = buffer; 200,000 tested, 0.03% active; activation, % at 10 µM;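 active = activation of at least 50% relative to the plate's high and low controls in the primary single-dose screen; inactive = activation below 50%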;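 note: compound incubated with DTT at 0.8 mM final as the reducing agent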
# TR-FRET SRC-2 ct = TR-FRET artefact, counter-screen to PPARgamma/SRC-2 agonist assay | hits give high values | TR-FRET ratio at 8 µM | 200,000 tested, 0.4% active; in the data active = TR-FRET ratio above about 2000; note: inactives centre near 1500; reference of the scale not given here
# An asterisk follows results filed as active; x = no result given.
Molecule	TR-FRET SRC-2 ct	bIAP inh	PPARg SRC-1 ag	DTT redox prof	ROMK primary	HMGR II inh	S1P3 antagonist	RAM inhibit	PPARg SRC-2 ag	PPARg SRC-3 ag	Lmaj promast
COC(=O)c1nnc(-c2ccccc2)c(-c2ccccc2)n1	1494	3.2	2.9	-0.2	-0.249	3.5	x	-0.3	0.3	-12.6	-2.1
CC(CCc1ccco1)NC(=O)Cn1ncc2c(=O)oc3ccccc3c21 (stereo not drawn)	1532	2.4	-2.5	0.1	x	-9.3	-10.4	2.4	-2.7	-0.9	21.6
Cc1nn(Cc2ccc([N+](=O)[O-])cc2)c(=O)n1-c1cccc(Cl)c1	1648	-0.2	1.7	-0.1	-0.729	1.8	17.1	1.2	5.6	2.8	-7.9
CC(C)=C1C2CC2C2C(C(=O)O)C12 (stereo not drawn)	1536	10.5	-0.9	2.3	x	-5.4	-25.2	0.4	-2.2	-4.6	-2.5
COc1ccccc1C(C)NC(=O)c1ccc(C)o1 (stereo not drawn)	1373	6.3	-4.3	2.8	0.029	-2.9	x	0.9	-3.2	-1.9	8.5
O=P(COCCOCCOCP(=O)(c1ccccc1)c1ccccc1)(c1ccccc1)c1ccccc1	1445	-19.6	3.3	0.0	0.0877	0.0	-2.6	1.8	5.7	5.0	-7.3
O=C(Nc1cccnc1)c1cnn2cccnc12	1575	5.4	-2.0	1.1	x	1.1	2.3	-0.6	-0.1	-1.2	0.2
CCOC(=O)C1CCCN(CCC(=O)Nc2cc(C)ccc2C)C1 (stereo not drawn)	1522	-0.5	-7.8	-0.6	0.00745	0.5	-6.5	1.9	-0.5	1.0	-6.2
Cc1cccc(C)c1NC(=O)COc1ccc2c(C)c(Cc3ccccc3)c(=O)oc2c1C	1846	-6.5	2.1	-0.5	-0.217	1.5	-5.3	2.2	11.5	7.2	-6.1
CCCN1C(=O)c2cc(C(=O)NCc3cccs3)ccc2C1O (stereo not drawn)	1607	3.6	-12.3	0.1	x	-6.7	-28.0	0.2	1.8	-1.5	-0.7
CCN(Cc1ccncc1)Cc1nc(-c2ccc(C(=O)OC)cc2)no1	1654	-8.7	0.6	-1.2	-0.445	-6.2	24.0	1.2	4.5	3.4	47.7
O=C(O)CCCCCN1C(=O)/C(=C/c2ccncc2)SC1=S	1562	-15.4	9.9	-0.1	-4.17*	-3.2	-3.5	-1.2	6.2	14.7	43.2
COc1cc(NC(=O)CSCc2cnn(-c3ccccc3)c2-n2cccc2)cc(OC)c1	1453	-305.1	-1.4	2.7	x	-3.3	7.3	19.8*	-6.7	5.1	14.8
O=c1[nH]nc(Cc2ccc(Cl)cc2Cl)c2ccccc12	1639	5.1	1.4	0.2	0.463	-0.8	x	1.7	13.6	10.0	-3.5
C[C@@H]1CN(Cc2nc(-c3cccs3)no2)C[C@H](C)O1	1560	-14.0	-7.6	0.4	-0.0406	-2.7	-15.2	0.1	4.7	0.4	-5.5
N#CCCN(CCC#N)C(=O)c1ccc(Cl)cc1	1667	3.5	-1.8	0.2	x	-7.0	x	0.0	-6.1	1.6	-1.6
Cc1cn(CC2COC(C)(C)O2)c(=O)[nH]c1=O (stereo not drawn)	1511	3.9	3.9	-0.7	0.81	-2.8	-32.8	0.7	-5.1	-3.0	-1.8
Cc1ccc(O)c(N=Cc2cccs2)c1	1750	30.3	1.7	0.1	x	-0.8	-14.3	1.4	1.2	2.1	0.1
Cc1ccc(S(=O)(=O)N/N=C/c2c[nH]c3ccccc23)cc1	1591	-19.0	9.2	7.3	-0.0851	-3.5	10.7	0.6	-2.1	-1.1	-3.4
CC(/C=N/NC(=O)C(O)c1ccccc1)=C\c1ccccc1 (stereo not drawn)	1515	0.3	2.1	1.5	x	-5.3	x	-0.3	1.7	-13.9	-2.3
COCCNC(=S)N1CCC(NC(=O)C23CC4CC(CC(C4)C2)C3)CC1	1539	-6.4	0.8	-0.3	x	3.6	1.6	-0.2	-4.3	0.7	73.8*
CCNC(=O)COC(=O)CNC(=O)c1cc(Cl)cc([N+](=O)[O-])c1	1571	-52.6	-3.4	x	0.499	3.5	-0.9	0.1	-3.8	-0.1	44.5
Cc1ccc(S(=O)(=O)N2CCC(C(=O)NCCN3CCCCCC3)CC2)cc1	1568	-74.4	-1.6	2.0	x	1.3	-4.6	0.5	0.7	-6.4	100.0*
Cc1cc(C)n(-c2nncc(-c3ccccc3)n2)n1	1555	-5.0	5.1	-0.6	x	-3.7	-32.8	0.3	5.2	1.6	2.4
O=S(=O)(c1cccc2cccnc12)n1cnc2ccccc21	1426	17.5	-8.8	-0.7	x	-3.7	8.3	2.1	0.6	0.4	7.6
CCOc1ccc(NC(=S)Nc2ccc(C)c([N+](=O)[O-])c2)cc1	1616	17.6	-3.8	-0.1	0.137	-2.8	x	0.8	-0.1	5.8	26.8
O=C(CN1CCCN(S(=O)(=O)c2ccc(F)cc2)CC1)Nc1ccccc1Br	1549	7.8	-2.8	0.7	-1.22	-0.3	23.6	1.2	-7.5	-10.8	4.6
Cc1ccccc1-n1nc(C)c(N=O)c1N	1710	3.6	7.5	-0.6	0.28	-1.4	5.0	-0.5	11.0	-1.9	22.6
COc1ccc(CNC(=O)CCCn2nc([N+](=O)[O-])cc2C)cc1	1478	11.3	1.0	0.2	-0.00579	-8.9	-5.1	0.0	-3.0	5.9	-6.1
O=c1cc(N2CCCCC2)nc2n1CCCS2	1311	6.9	1.7	-0.1	-0.0428	-8.7	x	-0.5	2.4	-10.3	71.3*

# Marked active in RAM inhibit, of those listed so far:
structure,bIAP inh,PPARg SRC-1 ag,DTT redox prof,ROMK primary,HMGR II inh,S1P3 antagonist,RAM inhibit,PPARg SRC-2 ag,PPARg SRC-3 ag
COc1cc(NC(=O)CSCc2cnn(-c3ccccc3)c2-n2cccc2)cc(OC)c1,-305.1,-1.4,2.7,x,-3.3,7.3,19.8*,-6.7,5.1

# Going on with the list.
Molecule	TR-FRET SRC-2 ct	bIAP inh	PPARg SRC-1 ag	DTT redox prof	ROMK primary	HMGR II inh	S1P3 antagonist	RAM inhibit	PPARg SRC-2 ag	PPARg SRC-3 ag	Lmaj promast
O=C(/C=C/c1cccc([N+](=O)[O-])c1)NCCSCc1ccco1	1470	-22.2	1.7	-0.1	x	3.3	7.5	2.5	0.9	2.0	59.6*
CCN(CC)CCn1cnc2c([nH]c3cccc(OC)c32)c1=O	1423	0.3	2.3	-0.1	x	2.4	-31.6	-0.7	11.3	2.7	0.6
CCOC(=O)C1(CCOc2ccccc2)CCN(Cc2cccn2-c2cccnc2)CC1	1545	-1.2	4.3	-0.7	-3.13	0.3	13.9	0.5	2.5	-2.6	34.6
O=c1[nH]c(/C(Cl)=C/c2cc(Cl)ccc2O)nc2cc(Cl)ccc12	1672	10.5	-3.1	0.3	0.735	-1.5	-1.2	1.9	1.8	4.2	49.2
Cc1ccc(NS(=O)(=O)c2ccc(CCC(=O)N3CCOCC3)cc2)cc1	1487	0.5	-5.2	0.5	0.887	-3.4	-31.2	-0.9	-1.1	9.7	-0.5
CCCn1c(N)c(C(=O)CSc2nc3ccccc3c(=O)n2-c2ccc(OC)cc2)c(=O)[nH]c1=O	1483	-6.1	-7.5	0.0	0.0812	-5.7	-11.3	2.5	-7.8	-8.8	-3.9
CCOc1cc(CNc2ccc3c(c2)OCCO3)cc(Br)c1OC	1402	17.0	3.1	-2.0	4.89*	-3.2	x	0.5	0.2	-1.7	1.1
CCOC(=O)c1sc(N)c(C#N)c1CSc1nc2ccc(OCC)cc2[nH]1	1318	-0.1	5.3	1.0	x	0.7	-15.8	1.2	8.6	0.1	3.4
Fc1ccc(N2CCN(c3nc(-c4ccco4)cc(C(F)(F)F)n3)CC2)cc1	1659	17.7	-1.9	-0.3	-0.0619	-2.0	x	14.3*	-1.2	5.6	-2.2
O=C(CSc1nnc(-c2ccccc2Br)o1)Nc1cccc2ccccc12	1509	8.3	11.5	0.3	x	-0.9	-1.5	5.5	6.3	7.0	-2.3
CCc1nnc(N/N=C/c2ccccc2F)n1N	1576	10.6	4.1	-1.7	-0.547	-1.4	-9.3	1.6	-0.9	-1.2	6.2
Cc1ccc(-c2cnc(NC(=O)CCC(=O)N(C)Cc3ccccc3)n2C)cc1	1376	-1.9	-1.2	0.2	x	1.1	x	0.7	0.1	-3.4	2.4
CC(C)CCSc1nc2ccccc2[nH]1	1461	-29.6	-3.3	-3.9	0.178	-2.1	-11.3	1.4	-0.5	0.7	21.7
CC(C)(C)c1nc(SCC(=O)c2ccccc2)c2ccccc2n1	1821	13.9	5.4	-2.8	-0.00691	-7.0	3.8	9.4*	13.8	4.9	-1.1
CCn1c(SCC(=O)Nc2ccc(S(N)(=O)=O)cc2)nnc1-c1ccccc1OC	1466	-7.6	0.2	1.2	x	0.6	x	1.3	-1.3	-9.8	-3.9
COC(=O)COc1cccc(NC(=O)c2ccc(C)cc2)c1	1669	14.6	5.8	0.7	x	-4.5	x	0.4	-2.0	7.3	-0.9
COc1ccc(CCNC(=O)Nc2ccccc2[N+](=O)[O-])cc1	1596	6.2	-2.2	0.5	-0.0306	-0.1	7.0	2.6	1.4	-3.5	-1.8
COc1cc(/C=C2/SC(=S)NC2=O)ccc1OS(=O)(=O)c1ccc(C)cc1	1381	6.8	2.9	0.2	-1.82	0.9	10.8	6.4	8.3	2.1	11.1
CC(=O)Nc1nn(C)c2nc3cc(C)ccc3cc12	1469	4.9	4.2	-1.1	x	0.8	-3.6	0.8	-2.0	6.4	7.1
CN(C)C(=O)CSc1nnc(-c2cccnc2)n1-c1ccccc1	1654	3.7	9.6	-0.3	x	1.0	-18.6	-0.6	-6.4	1.0	-5.4
CN1CCc2c(sc3nc(SCC(=O)N4CCOCC4)nc(N)c23)C1	1774	6.5	11.2	-2.9	x	-1.4	x	2.7	6.7	6.5	5.0
O=C1C(Cc2ccccc2)NC(=S)N1c1ccccc1 (stereo not drawn)	1525	3.9	-0.6	1.9	x	-6.8	x	0.1	2.9	4.8	-6.1
Cc1nonc1NC(=O)CSc1nc2c(C)cccc2cc1C#N	1721	-2.6	8.3	0.2	0.52	-0.2	-2.4	3.8	16.0	6.0	-1.8
CCc1c(C)c2ccc(OCC(=O)OC)cc2oc1=O	1401	3.2	-0.3	1.6	x	1.5	x	3.1	-0.9	3.6	0.1

# Part of the list above, with each value named:
CCn1c(SCC(=O)Nc2ccc(S(N)(=O)=O)cc2)nnc1-c1ccccc1OC
  TR-FRET SRC-2 ct: 1466	bIAP inh: -7.6	PPARg SRC-1 ag: 0.2	DTT redox prof: 1.2	ROMK primary: x	HMGR II inh: 0.6	S1P3 antagonist: x	RAM inhibit: 1.3	PPARg SRC-2 ag: -1.3	PPARg SRC-3 ag: -9.8	Lmaj promast: -3.9

COC(=O)COc1cccc(NC(=O)c2ccc(C)cc2)c1
  TR-FRET SRC-2 ct: 1669	bIAP inh: 14.6	PPARg SRC-1 ag: 5.8	DTT redox prof: 0.7	ROMK primary: x	HMGR II inh: -4.5	S1P3 antagonist: x	RAM inhibit: 0.4	PPARg SRC-2 ag: -2.0	PPARg SRC-3 ag: 7.3	Lmaj promast: -0.9

# Source: PubChem (several laboratories)
